Source: PubChem BioAssay (NCI)
NCI-60 one-dose screen, 48 h, at 10 µM unless noted. Numbers give growth in % (100 = growth as untreated, 0 = no growth, -100 = all killed).
UACC-257: UACC-257 melanoma; 4.4% of 78,000 active; AID 1794764
SK-MEL-28: SK-MEL-28 melanoma; 4.1% of 81,000 active
MALME-3M: MALME-3M melanoma. 5.8% of 78,000 active
UACC-62: UACC-62 melanoma | 5.4% of 81,000 active
BT-549: BT-549 breast cancer. 4.4% of 78,000 active. AID 1794793
T-47D: T-47D breast cancer; 5% of 79,000 active
HS 578T: HS 578T breast cancer; 4.1% of 78,000 active; AID 1794788
SK-MEL-2: SK-MEL-2 melanoma; 4.7% of 77,000 active
Starred values were filed as active, the others as inactive; . = not tested or not shown; & = joins results of further samples. Rule for the calls: active = growth percent below 10; inactive = the rest.

Every second line gives: UACC-257	SK-MEL-28	MALME-3M	UACC-62	BT-549	T-47D	HS 578T	SK-MEL-2
- O=C(CNc1ccccn1)Nc1ccccn1
 : 109	104	97	91	106	90	92	107
- O=C1CC2CC=CCN2C=C1n1cccn1 (centres undefined)
 : 93	109	99	107	117	86	104	98
- O=C(O)c1ccc(CNS(=O)(=O)c2ccc3ccccc3c2)cc1
 : 99	106	94	102	104	100	81	0.4*
- C=CCN(CC=C)CCN(CC=C)CC=C
 : 112	94	117	110	105	112	111	107
- CC(=O)OC[C@]12CCC(C)(C)C[C@H]1[C@@H]1NCC[C@@H]3[C@@]4(C)CCCNC(C)(C)[C@@H]4CC[C@@]3(C)[C@]1(C)CC2
 : 111	93	128	75	100	87	95	108
- Cc1cccc(C)c1NC(=O)Cn1c(-c2cncs2)nc2ccccc21
 : 94	112	103	99	.	.	108	97
- O=C(CCCl)Nc1cccc(Cn2c(=O)[nH]c3ccc(Oc4ncccn4)cc3c2=O)c1
 : 77	95	90	83	91	.	104	89
- COC1CC(Cn2cc(COc3ccc4ccc(=O)oc4c3)nn2)C(OCc2ccccc2)C(OCc2ccccc2)C1OCc1ccccc1 (centres undefined)
 : 110	105	106	83	122	103	109	114
- C=C1c2c(C)nn(-c3ccc(C)cc3)c2N(C)C23C[C@H]1C1(C)c4c(C)nn(-c5ccc(C)cc5)c4N(C)C(C)(C[C@H]12)C3 (some centres undefined)
 : 102	97	91	89	106	86	83	92
- CN(C)CCCNC(=O)c1cncnc1Nc1ccc2c(ccn2Cc2ccccn2)c1
 : 94	100	99	105	91	105	101	101
- N#Cc1c(-c2cn(-c3ccccc3)nc2-c2ccc(OCc3ccccc3)cc2)cc(-c2ccc(Cl)cc2)[nH]c1=O
 : 94	118	110	88	106	95	96	101
- O=C1CC2CC=CCN2C=C1c1cccs1 (centres undefined)
 : 66	108	98	105	97	90	94	105
- O=C(O)c1ccccc1-c1c2ccc(=O)c(Cl)c-2oc2c(Cl)c(O)ccc12
 : 107	101	133	101	.	102	.	.
- CCOC(=O)C(Cc1c[nH]c2ccccc12)(NC(C)=O)C(=O)OCC
 : 111	113	107	86	.	113	102	112
- CCCCC(c1ccccc1)N(C)CC(O)c1ccc(Cl)cc1 (centres undefined)
 : 81	88	95	70	.	66	99	103

Following part.
Every second line gives: UACC-257	SK-MEL-28	MALME-3M	UACC-62	BT-549	T-47D	HS 578T	SK-MEL-2
- CCCCNC(=O)Nc1ncn[nH]1
 : 105	115	120	115	98	107	137	114
- c1cc2c3c(cccc3c1)-c1cnccc1-2
 : 106	118	169	107	131	110	116	124
- CN(C)c1ccc2cc(-c3cc4c(oc3=O)-c3ccccc3OC4O)c(=O)oc2c1 (centres undefined)
 : 43	64	-59*	33	-17*	-12*	-7.8*	-38*
- CCCCONc1c2ccccc2nc2ccccc12
 : 105	105	145	90	114	87	92	93
- COc1cccc(-c2nc(Nc3ccc(S(N)(=O)=O)cc3)c3ccccc3n2)c1
 : 68	47	38	38	55	21	44	47
- O=C1C[C@@H](c2ccccc2)Oc2cc(O)c(Cc3ccccc3O)c(O)c21
 : .	92	78	76	94	73	95	98
- COc1ccc(C2c3c(c4ccccc4n(C)c3=O)Oc3ncn4nc(-c5ccco5)nc4c32)cc1 (centres undefined)
 : 98	107	100	96	103	104	104	117
- CCOc1ccccc1/C=N\N=C(N/N=C/c1ccccc1OCC)N/N=C/c1ccccc1OCC
 : 7.4*	31	24	16	32	16	.	4.1*
- Cc1ccc(O)c(N=Nc2cc(C)[nH]n2)c1
 : 101	101	93	94	77	83	100	92
- CC(C)c1ccc(COCc2cc(CN3CCCC3)c(O)c3ncccc23)cc1
 : -13*	27	8.4*	-9.8*	13	-7.5*	42	-24*
- COc1cc(OC)c(/C=C/c2cc[n+](C)c3ccccc23)c(OC)c1
 : -25*	25	5.3*	13	24	9.9*	19	-8.6*
- COc1ccc(CCNC(=O)Cn2nc(N3CCCCC3)ccc2=O)cc1OC
 : 96	146	91	97	101	87	108	.
- O=c1nc(Nc2ccccc2)sc2ccccc12
 : 111	112	107	94	101	68	96	108
- O=C(OC1C2COC(O2)C(OC(=O)c2ccccc2)C1OC(=O)c1ccccc1)c1ccccc1 (centres undefined)
 : 95	102	96	93	106	.	91	108
- CCCNC(=O)c1ccc(S(N)(=O)=O)cc1
 : 110	98	113	109	120	96	.	120

Next records.
Every second line gives: UACC-257	SK-MEL-28	MALME-3M	UACC-62	BT-549	T-47D	HS 578T	SK-MEL-2
- O=S(=O)(Nc1ccccn1)c1ccc(Cl)cc1
 : 111	108	101	103	.	87	107	101
- Nc1nc(Nc2ccccn2)nn1Cc1cccc(Br)c1
 : 75	105	81	76	71	60	87	91
- NC(=O)NC(=O)c1ccc(Cl)cc1
 : 107	119	92	96	99	97	98	92
- O=C(NCCCCO)c1cncnc1Nc1ccc(OCc2cccc(F)c2)c(Cl)c1
 : 95	103	101	84	90	80	88	96
- CC(=O)n1ccc2nc(Cl)nc(Cl)c21
 : 93	104	89	95	99	88	93	100
- COc1nc2ccc(Br)cc2cc1/C=C/C(=O)c1cc2ccccc2oc1=O
 : 105	112	97	89	97	98	98	104
- C[n+]1cccc(NC(=O)c2ccc3ccc4ccc(C(=O)Nc5ccc[n+](C)c5)nc4c3n2)c1
 : 94	31	81	-54*	90	12	75	57
- O=S(=O)(CCO)CCO
 : 98&95	110&107	100&114	103&105	97&98	97&91	104	109&107
- C=CCn1cccc1CNc1ccccc1OC
 : 110	103	105	98	116	111	119	111
- CC(CCNC(=O)c1ccccc1)(CCNC(=O)c1ccccc1)[N+](=O)[O-]
 : 107	106	109	104	105	79	105	126
- C=CC(=O)Nc1cccc(Oc2nc(Nc3ccc(N4CCN(C)CC4)cc3)nc3ccsc23)c1
 : -81*	-92*	-84*	-78*	-37*	-51*	.	.
- COC(=O)/C=C\C(=O)O
 : 106&105	111&119	135&106	102&110	102&101	102&108	95	104&99
- COc1cc2c3c(n(CCCNCC4CC4)c(=O)c2cc1OC)-c1cc2c(cc1C3=O)OCO2
 : .	90	71	46	66	51	95	.
- CCOC(=O)Cc1ccc(OC)c(OC)c1
 : 106	111	99	101	100	106	114	107
- COc1cc(C2c3cccn3-c3ccccc3N2C(C)N2CCCC2=O)cc(OC)c1OC (centres undefined)
 : 116	106	105	88	111	90	.	117

Next records
Every second line gives: UACC-257	SK-MEL-28	MALME-3M	UACC-62	BT-549	T-47D	HS 578T	SK-MEL-2
- CC[C@@H](C(=O)[C@@H](C)[C@@H](O)[C@H](C)[C@@H]1O[C@@H]([C@@H](CC)C(=O)O)CC[C@@H]1C)[C@H]1OC2(C=C[C@@H](O)[C@]3(CC[C@@](C)([C@H]4CC[C@](O)(CC)[C@H](C)O4)O3)O2)[C@H](C)C[C@@H]1C (some centres undefined)
 : 7.3*	-90*	-91*	-96*	-12*	27	30	-55*
- CCOC(=O)c1c(NC(=S)NC)sc2c1CCCC2
 : 93	98	.	89	110	77	77	105
- Cc1cc(Nc2nc(-c3cn(-c4ccc(Cl)cc4)nn3)nc3ccccc23)n[nH]1
 : 94	67	62	67	61	68	75	38
- COc1cc(C2=Nc3c(N)ncnc3NC(c3cccc(Nc4ccnc5cc(C(F)(F)F)ccc45)c3)C2)cc(OC)c1OC (centres undefined)
 : 68	99	89	74	110	87	69	84
- Cc1ccc2oc(-c3ccccc3)c(O)c(=O)c2c1
 : 97	80	111	73	88	57	65	104
- CCCOCc1cn[nH]n1
 : 94	109	.	98	109	105	114	104
- CCN1C(=O)N(CC)C2C1NN=C1SC3(C(=O)N12)C(c1ccccc1)CN(C)C31C(=O)Nc2ccccc21 (centres undefined)
 : 81	101	100	71	116	91	83	86
- O=C1c2ccccc2N=C(N/N=C/c2ccncc2)[C@@H]2CCCN12
 : 104	101	95	93	98	102	94	106
- CCCCCCCCNC(=O)[C@@H](N)CSCOC(C)=O
 : 110	100	114	70	111	96	93	89
- O=C(Nc1ccc(N2CCNCC2)cn1)c1[nH]ncc1Nc1ncnc2sc3c(c12)CCC3
 : 68	-40*	-48*	39	85	44	73	90
- Cc1ccc(S(=O)(=O)NC(=O)NCc2ccco2)cc1
 : 104	103	.	104	.	111	93	91
- O=C1Cc2ccccc2C(=O)O1
 : 92	106	122	106	101	108	107	103
- O=CNc1ccccc1Cl
 : 85	108	98	108	94	82	107	98
- COC(=O)[C@@H]1CCCN1C(=O)[C@@H]1CCCN1C(=O)[C@H](Cc1ccccc1)NC(=S)Nc1cc(C(F)(F)F)cc(C(F)(F)F)c1
 : 12	85	95	85	81	92	84	-22*
- CC(C)=CCc1c2c(c3occ(-c4ccc(O)cc4)c(=O)c3c1O)C=CC(C)(C)O2
 : 68	78	75	.	93	54	68	85

New compounds follow.
Every second line gives: UACC-257	SK-MEL-28	MALME-3M	UACC-62	BT-549	T-47D	HS 578T	SK-MEL-2
- CCOC(=O)C1=C(C)N=C2SC=C(c3ccccc3)N2[C@H]1c1cn(-c2ccccc2)nc1-c1ccccc1
 : .	95	112	62	90	48	82	91
- CCOC(=O)c1c(C)nc2ccccc2c1/C=C/c1ccc(Cl)cc1
 : 82	97	109	49	68	34	95	75
- COc1ccc(/C=N/OCC(O)CN2CCC(O)CC2)cc1OC1CCCC1 (centres undefined)
 : 109	105	108	103	89	.	108	105
- C=C1C(=O)O[C@H]2[C@H]1CC/C(COC(=O)/C=C/c1c[nH]c3ccccc13)=C\CC[C@@]1(C)O[C@@H]21
 : -90*	-54*	-84*	-72*	-70*	-68*	-6.8*	-84*
- Cc1nc2sc(C(=O)Nc3ccccc3)c(N)c2cc1C(C)O (centres undefined)
 : 64	56	64	30	74	45	45	39
- CCCCC1COc2cccc3c2N1C=C/C3=C\C(=O)N(C)c1ccc(Cl)cc1 (centres undefined)
 : 104	99	104	83	111	99	98	107
- CCCC(=O)NC(c1ccc2c(c1)OCO2)c1ccc2cccnc2c1O (centres undefined)
 : 19	34	13	-5.3*	35	20	59	46
- COc1ccc(C/C(C)=C(\c2ccc(Cl)cc2)c2ccc(OCCCN(C)C)cc2)cc1
 : 92	81	80	95	91	62	76	111
- CCOC(=O)Oc1c(OC)cc(C(=O)O[C@@H]2C[C@@H]3CN4CCc5c([nH]c6cc(OC)ccc56)[C@H]4C[C@@H]3[C@H](C(=O)OC)[C@H]2OC)cc1OC
 : 94	83	59	88	77	39	72	105
- CN(C)CCNC(=O)c1cc2c3ccccc3[nH]c2c2ncccc12
 : 44	97	70	73	67	64	56	92
- Cn1c(=O)[nH]c2nc(SC/C(=N/O)c3ccc(Br)cc3)[nH]c2c1=O
 : 98	106	100	99	99	.	89	106
- NC(=S)Nc1nnc(SCC(=O)Nc2ccc3oc(=O)ccc3c2)s1
 : 113	126	92	106	98	101	104	103
- CC(=O)c1c(C)[nH]c2c1c(-c1ccccc1)nc1ccccc12
 : 75	86	84	62	102	83	77	113
- N#Cc1c(NC(=O)N2CCOCC2)n(-c2ccc(OC(F)(F)F)cc2)c2cc(F)ccc12
 : 102	90	95	73	139	77	102	94
- CCOC(=O)/C=C(C)/C=C/C1=C(C)CCCC1(C)C
 : 106	108	82	97	103	78	105	99

More records
Every second line gives: UACC-257	SK-MEL-28	MALME-3M	UACC-62	BT-549	T-47D	HS 578T	SK-MEL-2
- CC(=O)N(C(C)=O)c1ccc2c(c1)Cc1ccccc1-2
 : 106	99	102	98	80	96	88	101
- O=c1oc2ccc(F)cc2c(=O)n1-c1ccc(Br)cc1F
 : -17*	11	-23*	-6.7*	.	-12*	-3.7*	-30*
- CN1CCN(c2ccc(Nc3nc(N4CCN(S(=O)(=O)c5ccc(F)cc5)CC4)c4sccc4n3)cc2)CC1
 : -86*	-95*	-98*	-93*	65	-63*	-48*	-73*
- O=S(=O)(Nc1nccs1)c1ccc(Nc2nc(-c3ccncc3)cs2)cc1
 : 109	109	113	95	125	105	97	105
- COc1ccc(CN2CCO[C@H](COc3ccccc3)C2)cc1F
 : 101	.	110	98	108	94	98	100
- CCOc1cccc(/C=N\Nc2nc(=O)cc(C(=O)OC)s2)c1O
 : 78	87	67	63	85	38	90	100
- O=c1[nH]c2ccc(Oc3ncccn3)cc2c(=O)n1Cc1cccc(NS(=O)(=O)c2ccc(F)cc2)c1
 : 91	98	98	85	86	.	96	90
- COc1cccc(OC)c1-c1nnn(C)c1C(=S)N1CCN(c2ccc(C#N)cc2Cl)CC1
 : 106	103	80	67	98	99	93	104
- Clc1cccc(Nc2ncnc3onc(-c4ccccc4)c23)c1
 : 94	110	111	80	87	79	95	108
- CN1CCN(c2ccc(-c3ccc4ncc(C#N)c(Nc5ccc(F)c(Cl)c5)c4c3)cn2)CC1
 : 34	70	28	86	60	61	52	50
- COc1cc2c(c(OC)c1OC)c(=O)c1ccc(OC)c(OC)c1n2C
 : 94	112	114	103	94	67	103	72
- CCCCCCCn1c(=O)c2c(nc(NCCc3ccc(OC)c(OC)c3)n2C)n(C)c1=O
 : 84	96	65	75	80	64	62	96
- O=C(Cc1ccc(/C=C/C(=O)c2ncc[nH]2)cc1)Nc1cc(F)c(F)c(F)c1
 : 100	103	94	75	67	50	37	114
- CCOC(=O)c1c(O)cc(-c2ccc3c(c2)OCO3)cc1-c1sc(N(C)Cc2ccccc2)nc1Cl
 : 102	97	98	83	75	91	97	100
- Nc1nc(Nc2cccc(F)c2)nc2ccccc12
 : 12	44	57	41	76	42	64	51
- O=C(O)C(=O)Cc1ccccc1[N+](=O)[O-]
 : 111	113	133	97	.	106	118	.
- COc1ccc(/C=C2\N=C(c3ccccc3)OC2=O)cc1OC
 : 113	103	134	106	.	100	.	112
